# Screens as filed in PubChem BioAssay.
# HCV inh = blocks hepatitis C virus; Huh7.5.1 HCVcc-Cre infection, luciferase reporter, 44 h; Potency, µM (doses to about 41.8 µM), for inactives: at the highest dose activity change, negative = inhibition, usual class: inhibitors; actives 3.4% (n = 340,000); also: potency is read from the fitted curve at half-maximal effect
#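 HCVcc-Cre virus at an moi near 0.5 was added right after compound to cells cultured 4 h from seeding (1,000 cells/well). Luciferase activity was determined 44 h later, 15 min after substrate addition at RT.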
# AmpC inh detg = blocks E. coli AmpC beta-lactamase in detergent assay | P00811 | AmpC hydrolysis of nitrocefin, absorbance 480 nm, 0.01% Triton | Potency, µM (doses to about 114 µM), for inactives: top-dose activity change, negative = inhibition, most hits filed as inhibitors | actives 0.041% (n = 370,000);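 also: potency is read from the fitted curve at half-maximal effect; 0% = no-compound wells and -100% = no-enzyme wells; nearly all actives have a fitted effect of over 25% in size; some results filed as inactive show a strong effect at the top dose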
# Target sequence (P00811 whole entry, looked up): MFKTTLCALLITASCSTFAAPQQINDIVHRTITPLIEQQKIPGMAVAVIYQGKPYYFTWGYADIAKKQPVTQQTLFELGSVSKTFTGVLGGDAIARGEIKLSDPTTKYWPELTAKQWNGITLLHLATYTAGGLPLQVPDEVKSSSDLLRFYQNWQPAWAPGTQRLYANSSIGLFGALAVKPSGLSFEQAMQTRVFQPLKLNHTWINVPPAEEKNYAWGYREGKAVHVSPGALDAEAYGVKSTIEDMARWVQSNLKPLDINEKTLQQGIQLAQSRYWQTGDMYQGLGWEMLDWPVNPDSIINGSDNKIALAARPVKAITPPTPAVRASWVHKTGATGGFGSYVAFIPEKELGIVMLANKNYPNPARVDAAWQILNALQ
#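 20 mM phosphate pH 7.0 + 0.01% (detergent screen) or 0.0001% Triton X-100; 5.3 nM AmpC reagent; cpd preinc 15 min RT; nitrocefin (800 uM stock) to start; A480 q20 s × 4 min; Activity was normalised to no-enzyme and no-compound control wells.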
# HCMV antiviral = inhibitors of human cytomegalovirus. HFF cells, HCMV-luciferase reporter, 72 h; hits give low values. activity change, negative = inhibition, % at 57.5 µM. actives 4.5% (n = 410,000). AID 1259415; in the data active = activity change below about -60%; inconclusive = no clear call, values can overlap the other calls; inactive = above about -39%
#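 Compounds were evaluated in HFFs infected with an HCMV luciferase reporter virus (MOI 1 PFU/cell). Luciferase in lysates collected 72 h post infection served as the replication measure.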
# AmpC inh no detg = AmpC beta-lactamase inhibition without detergent. AmpC nitrocefin hydrolysis, absorbance 480 nm, 0.0001% Triton. P00811. actives 0.52% (n = 330,000). AID 485341. Potency, µM (titrated, usually from 57.1 µM), for the others: at the top dose activity change, negative = inhibition, usual class: inhibitors;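 also: potency is read from the fitted curve at half-maximal effect; plate controls were no compound for no effect and no enzyme for full effect; nearly all actives have a fitted effect of over 20% in size; some results filed as inactive show a strong effect at the top dose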
#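 20 mM phosphate pH 7.0 + 0.01% (detergent screen) or 0.0001% Triton X-100; 5.3 nM AmpC reagent; cpd preinc 15 min RT; nitrocefin (800 uM stock) to start; A480 q20 s × 4 min; Activity was normalised to no-enzyme and no-compound control wells.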
# Sm TGR inh = S. mansoni TGR enzyme inhibition. Potency, µM (series often up to 114 µM), for inactives: top-dose activity change, negative = inhibition, most hits filed as inhibitors. actives 3% (n = 360,000). purified TGR, DTNB reduction, TNB absorbance 405 nm. Q962Y6; also: potency is read from the fitted curve at half-maximal effect; nearly all actives have a fitted effect of over 60% in size
#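 TGR 20 nM + NADPH 100 uM (dispensed conc.), cpd preinc 15 min RT; start with NADPH (500 uM addition) then DTNB (15 mM addition). Kinetic TNB absorbance, 405 nm filter. Four-parameter Hill fit across titration.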
# FBPA Giardia inh = Giardia lamblia aldolase inhibition; actives 0.71% (n = 290,000); AID 2451; A8B2U2; purified Giardia FBPA; Potency, µM (highest dose often 59.6 µM), without a hit: top-dose activity, negative = inhibition, actives largely listed as inhibitors; also: potency is read from the fitted curve at half-maximal effect; nearly all actives have a fitted effect of over 55% in size
# Target sequence (A8B2U2 whole entry, looked up): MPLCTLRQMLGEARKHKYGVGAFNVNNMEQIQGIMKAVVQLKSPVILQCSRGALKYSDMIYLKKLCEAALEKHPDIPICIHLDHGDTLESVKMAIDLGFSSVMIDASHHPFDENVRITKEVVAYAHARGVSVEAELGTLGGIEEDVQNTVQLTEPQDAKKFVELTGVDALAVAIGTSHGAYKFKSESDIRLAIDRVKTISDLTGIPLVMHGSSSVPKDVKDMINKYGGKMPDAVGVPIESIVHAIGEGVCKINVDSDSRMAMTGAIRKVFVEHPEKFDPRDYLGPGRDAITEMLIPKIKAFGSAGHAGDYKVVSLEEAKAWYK
#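 40 nM FBPA preincubated 10 min at RT with compound (up to 57.5 uM final), then substrate plus GAPDH/TPI/NAD/arsenate coupling and diaphorase/resazurin added. Fluorescence read after 20 min at RT, 525/598 nm.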
# The depositor's hits bear a star; ? = inconclusive; / = no result given; & = joins results of further samples; [ ] = remark or other dose. Unless noted, calls follow the shape of the dose curve; as a rule, active = well fitted curve in the direction sought with a large enough effect; inconclusive = small, poorly fitted or top-dose-only effect, or another doubt; inactive = no such curve, though single readings can be large; an effect the other way counts as inactive or inconclusive. Unless noted, % is scaled to controls: 0 for no effect and ±100 for the full control effect.
# Results follow in this order: HCV inh, AmpC inh detg, HCMV antiviral, AmpC inh no detg, Sm TGR inh, FBPA Giardia inh
Cc1ccc(SCc2cc(=O)n3[nH]cnc3n2)cc1
→ 12%&22%, 1%, -21, -14%, 5%, 0%
O=[n+]1cc(-c2ccc(F)cc2)n([O-])c2c1CCC2
→ 14%, 4%, -32, -4%, 0%, -1%
CN(CC(=O)Nc1ccc(N2CCOCC2)cc1)C(=O)CCNC(=O)c1ccc(Br)cc1
→ 4%, -9%, -8, 10%, -9%, /
CCOc1ccccc1C(=O)NCC(=O)NCC(c1ccc(OC)cc1)N1CCOCC1 (stereo unspecified)
→ 3%, 0%, -10, 0%, ?, /
CCc1ccc(NC(=O)c2cc(-c3ccc(F)cc3)on2)cc1
→ 2%, -5%, ?, -8%, 2%, 0%
CCn1c(-c2ccc(-c3ccccc3)cc2)c[nH]c1=S
→ 10µM*, 0%, -9, -47%, 9%, 4%
C/C(=N\NC(=O)CNC(=O)C(c1ccccc1)c1ccccc1)c1ccc(C)cc1
→ ?, -4%, 33, -24%, -6%, 3%
CN1CCC2(CC1)NC(=O)NC2=O
→ 17%, ?, 7, -15%, 3%, -13%
O=C1/C(=C/c2ccco2)Cc2ccccc21
→ -3%, -7%, -30, -12%, -30%, -10%
NC(=O)C1(N2CCCCC2)CCN(C(=O)Nc2ccc(F)cc2F)CC1
→ /, 0%, 84, /, -8%, /
CCn1c(=O)n(CC)c2cc(N3CCCC3)c(NC(=O)c3ccccc3F)cc21
→ 13µM*, ?, -36, 24%, -27%, -20%
COc1ccc(CC(=O)Nc2nn(C)c3nc4c(C)cccc4cc23)cc1
→ ?, 1%, -4, -18%, 30%, 1%
Oc1ccc(N2Cc3ccccc3C2)cc1
→ 4%, 1%, /, -27%, 22µM*, -23%
CCc1ccc(C(=O)OCC(=O)Nc2cccc(S(=O)(=O)NC3=NCCCCC3)c2)cc1
→ -12%, -1%, -16, -15%, -7%, 1%
CSCCC(NC(C)=O)C(=O)OCC(=O)N(c1ccccc1)c1ccccc1 (stereo unspecified)
→ 12%, 7%, -18, 26%, 5%, 6%
CCN(C(C)=O)c1nnc(CSc2nc3ccccc3s2)s1
→ -5%&-18%, 2%, 136, 55%, 5%, 11%
COc1ccc2c(c1)CCc1c(C(=O)Nc3cc(C)ccc3O)noc1-2
→ /, 23%, -9, /, 6%, /
COc1ccc(C(=O)NCC(=O)NCC2COc3ccccc3O2)cc1 (stereo unspecified)
→ 8%, 1%, -17, -2%, -8%, 9%
O=C(CCC(=O)N1CCOc2ccc(Cl)cc21)NCCCN1CCC(Cc2ccccc2)CC1
→ ?, -6%, -75*, 98%[activator], -1%, -2%
CC1CC(C)(C)CC2(C1)NC(=O)N(CC(=O)Nc1cc([N+](=O)[O-])ccc1F)C2=O (stereo unspecified)
→ -18%, -5%, ?, -20%, 1%, /
Cc1ccc(OCC(=O)Nc2ccc(S(=O)(=O)N(Cc3ccccc3)c3ccccc3)cc2)cc1
→ /, -4%, 12, /, 3%, /
O=C(NCCCc1nc2ccccc2n1Cc1ccc(F)cc1)C1CCCCC1
→ /, 2%, -6, /, -11%, /
Cc1ccc(Sc2c(C(=O)NCc3cccc(F)c3)[nH]c3ccccc23)cc1
→ /, 14%, 3, /, -1%, /
COc1ccc(NC(=O)CNS(=O)(=O)c2ccc(Cl)cc2)cc1
→ -25%, 0%, 3, -1%, -2%, -1%
CC(=O)N1N=C(c2ccc(C)cc2)CC1c1ccco1 (stereo unspecified)
→ -8%, ?, 23, 0%[2.29 µM], -5%, 2%
CCOC(=O)CC1COc2ccccc2N1C(=O)c1cccc([N+](=O)[O-])c1 (stereo unspecified)
→ 4%, 0%, /, -4%, -1%, -3%
C[N+](C)(C)C(Cc1c[nH]c2ccccc12)C(=O)[O-] (stereo unspecified)
→ /, -2%, /, -15%, ?, -7%
CCC(O)(C#CCN1CCCCC1)CC
→ -1%, -9%, -30, -12%, -13%, 8%
N#Cc1sc2nc(-c3ccccc3)cc(C(F)(F)F)c2c1N
→ 5%, 1%, 61, -15%, 2%, 9%
Cc1cccc(OCCNc2cc(N3CCOCC3)ccc2[N+](=O)[O-])c1
→ 10µM*, 3%, 2, -2%, -9%, -8%
CC(C)NC(=O)Cn1c(=O)n(CC(=O)N2CCCCC2)c(=O)c2sccc21
→ 7%, -5%, -30, -3%, -4%, /
CC(=O)c1ccc(N(C(=O)Cn2nnc3ccccc32)C(C(=O)NC2CCCCC2)c2cn(C)nc2C)cc1 (stereo unspecified)
→ 4%&14%, -3%, 1, -13%, -9%, 1%
O=C(O)c1cccnc1SC1CC(=O)N(c2ccccc2)C1=O (stereo unspecified)
→ 15%, 3%, -28, -7%, 50µM*, 1%
Cc1ccc(NS(=O)(=O)c2ccc3c(c2)NC(=O)CO3)cc1
→ -3%, -6%, 0, -40%, -1%, /
O=C(COc1ccc(Cl)cc1Cl)Nc1nnc(C2=COCCO2)o1
→ 5%, -6%, -35, -17%, -5%, ?
CCC(=O)N1CCN(c2ccc(NC(=O)c3ccc([N+](=O)[O-])o3)cc2Cl)CC1
→ ?, 2%, -96*, -12%, ?, -28%
O=S(=O)(NC1CCCCC1)c1cccc(-c2nnc(-c3ccccc3)o2)c1
→ ?, ?, -19, -28%, -33%, -1%
COc1ccc(CNS(=O)(=O)c2ccc(C)cc2)cc1
→ 0%, /, -1, /, /, 2%
CC(=O)c1cccc(NC(=O)c2ccc(NC(=O)CCS(=O)(=O)c3cccs3)cc2)c1
→ 23%, -5%, 2, -56%, 2%, -7%
Cc1cccnc1NC(=O)CCNC(=O)c1ccc(Cl)cc1
→ 7%, -5%, 28, -14%, -16%, -10%
Cc1ccc(N2C(=O)CC(N3CCN(C)CC3)C2=O)cc1 (stereo unspecified)
→ 15%, -9%, /, -12%, -18%, 3%
Cc1ccc(CNC(=O)CCCn2nc(C)n3c(cc4sccc43)c2=O)cc1
→ /, 8%, -28, /, -2%, /
O=C(O)CSc1nnc(-c2ccc(Cl)cc2Cl)n1-c1ccc(Br)cc1
→ -7%, -2%, 7, 1%, 7%, 13%
COc1ccccc1CC(=O)NCC(c1ccco1)N1CCCCC1 (stereo unspecified)
→ -5%, -8%, -13, 3%, -11%, -1%
CN(C)/C=N/c1c(C(=O)NCc2ccccc2)nnn1Cc1ccccc1
→ -12%, -2%, -5, -12%, 3%, 4%
Cc1ccc(Cl)cc1N1CCN(S(C)(=O)=O)CC1
→ 0%, -14%, ?, 15%, -14%, 3%
Cc1ccc(C2NC(c3ccc(C)cc3)C(C)C(=NO)C2C)cc1 (stereo unspecified)
→ ?, -12%, 32, -16%, 21%, -8%
O=C(COc1ccc(S(=O)(=O)N2CCCCC2)cc1Cl)N1CCOCC1
→ 13%, -3%, 3, 64%[activator], 3%, 12%
CN1CCC(N(C)S(=O)(=O)c2ccc(NC(=O)COc3cccc(C(F)(F)F)c3)cc2)CC1
→ ?, -15%, -17, 89%[activator], -7%, /
CN(C(=O)CCc1nnc(-c2ccc(-c3ccccc3)cc2)o1)C1CCOCC1
→ 0%, -10%, -25, 66%[activator], -13%, /

# The results go on.
# Results follow in this order: HCV inh, AmpC inh detg, HCMV antiviral, AmpC inh no detg, Sm TGR inh, FBPA Giardia inh
COC(=O)c1ccccc1NC1CC(=O)N(c2c(C)cccc2C)C1=O (stereo unspecified)
→ 1%, -16%, 15, -7%, 7.1µM*, -3%
Cc1ccccc1-c1noc(-c2cc(-c3ccc(F)cc3)n[nH]2)n1
→ /, 5%, 40, /, 12%, /
CCn1c(SCC(=O)Nc2nc3ccccc3s2)nnc1-c1ccc(Br)cc1
→ 1%, 3%, 42, -22%, -4%, 8%
C=CCn1c(=O)c2ccccc2n2c(SCc3nnc(-c4ccccc4Br)o3)nnc12
→ 6%, ?, 18, -25%, 1%, 6%
COC(=O)C1=C(C)NC(=O)NC1c1cn(-c2ccccc2)nc1-c1ccc(OC)c(Br)c1 (stereo unspecified)
→ /, 2%, 12, /, 1%, /
COc1cccc(CC(=O)NCC2COc3ccccc3O2)c1OC (stereo unspecified)
→ -8%, -11%, -15, 23%, 29%, 1%
COc1ccc(-c2csc(NC(=O)CSc3ccc(Br)cc3)n2)c(OC)c1
→ -9%, -1%, 15, 35µM*, -21%, 0%
O=C(NC(NC1CCS(=O)(=O)C1)C(Cl)(Cl)Cl)c1ccc(Br)cc1 (stereo unspecified)
→ ?, 1%, 34, -13%, -25%, 0%
Nc1ccc(C(=O)OCc2csc(-c3ccccc3)n2)cc1[N+](=O)[O-]
→ ?, ?, ?, -23%, -8%, 1%
COc1cc(CN(C(=O)COc2ccccc2)c2ccccn2)cc(OC)c1OC
→ /, 4%, -4, /, -1%, /
C=CCN(CC=C)S(=O)(=O)c1ccc(C(=O)Nc2sc3c(c2C(N)=O)CCCCC3)cc1
→ 3%, -3%, -93*, 0%, -5%, -1%
COc1ccc2c(c1)[nH]c1c(=O)n(N)cnc12
→ 37%[activator], -6%, 168, -9%, -5%, -12%
O=C(Cc1ccc([N+](=O)[O-])cc1)NC(C(=O)O)C(O)c1cccc([N+](=O)[O-])c1 (stereo unspecified)
→ -4%, 5%, -6, -12%, -27%, 2%
CN(Cc1ccc2c(c1)OCCO2)C(=O)CSc1ncnc2sccc12
→ ?, /, 1, -20%, /, /
COCCNC(=O)c1c(NC(=O)c2ccco2)n(Cc2ccccc2)c2nc3ccccc3nc12
→ -3%, 3%, -25, -3%, 25µM*, ?
C/C(=N\Nc1nc(C(C)(C)C)cs1)c1ccc(O)cc1
→ -20%, -9%, -22, -31%, ?, ?
CCCOc1cc(N(CC)CC)ccc1/C=C(/C#N)c1nc2ccc(C)cc2[nH]1
→ ?, 5%, ?, -51%, 0%, -26%
O=C(c1cnn(C(=O)c2ccco2)c1)c1ccccc1O
→ 6%, /, -35, -4%, /, /
CCN(CC)C(=S)SCC(=O)c1ccc(F)cc1
→ -19%, -3%, 171, -23%, 6%, 2%
Cc1cc(C(=O)N2CCc3ccccc3C2)no1
→ 1%, 5%, 34, -2%, -2%, /
CC1CC1C(=O)OCC(=O)NCc1ccc(Cl)cc1 (stereo unspecified)
→ 0%, 2%, 11, 0%, 1%, 4%
CC(NC(=O)C1CCCN(S(=O)(=O)c2cccc3nonc23)C1)c1ccccc1 (stereo unspecified)
→ 1%, ?, 2, -2%, 3%, -1%
COc1ccc(CCNC(=S)N2CCC(C(=O)c3ccc(F)cc3)CC2)cc1OC
→ 0.5µM*, -5%, ?, 15%, 6%, 2%
COc1ccc(NC(=O)C2C(c3ccccc3)C2(Cl)Cl)cc1 (stereo unspecified)
→ ?, 9%, -34, -32%, 5%, -2%

# Three structures already listed, arranged by count of non-hydrogen atoms, lowest first.
# Results follow in this order: HCV inh, AmpC inh detg, HCMV antiviral, AmpC inh no detg, Sm TGR inh, FBPA Giardia inh
CC1CC1C(=O)OCC(=O)NCc1ccc(Cl)cc1 (stereo unspecified)
→ 0%, 2%, 11, 0%, 1%, 4%
COc1ccc(NC(=O)C2C(c3ccccc3)C2(Cl)Cl)cc1 (stereo unspecified)
→ ?, 9%, -34, -32%, 5%, -2%
COc1ccc(CCNC(=S)N2CCC(C(=O)c3ccc(F)cc3)CC2)cc1OC
→ 0.5µM*, -5%, ?, 15%, 6%, 2%
